Screens from PubChem BioAssay.
AID inh: blocks human AID cytidine deaminase activity; Q9GZX7; AID deamination FRET fluorescence, UDG-coupled, 4 h; Potency, µM (highest dose often 115 µM), for inactives: at the top dose activity change, negative = inhibition, actives largely listed as inhibitors; 91,000 tested, 0.32% active; further: nearly all actives have a fitted effect of over 25% in size
Target sequence (Q9GZX7 whole entry, looked up): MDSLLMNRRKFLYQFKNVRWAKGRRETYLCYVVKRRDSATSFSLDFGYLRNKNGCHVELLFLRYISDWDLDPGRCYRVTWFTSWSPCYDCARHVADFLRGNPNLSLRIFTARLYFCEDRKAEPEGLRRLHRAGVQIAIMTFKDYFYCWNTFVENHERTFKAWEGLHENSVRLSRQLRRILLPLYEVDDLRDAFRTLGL
UDG counter: counter-screen for AID inhibitors: uracil-DNA glycosylase inhibition | 91,000 tested, 0.14% active | FRET deamination/UDG coupled assay, UDG read, 4 h | Potency, µM (top dose mostly 115 µM), inactives show at the highest dose activity change, negative = inhibition, hits mostly inhibitors; further: nearly all actives have a fitted effect of over 65% in size
Active calls of the source: *; ? = inconclusive; [ ] = another dose, or the depositor's remark. The call rests on the fitted dose curve; in most records, active means well fitted curve in the direction sought with a large enough effect; inconclusive means small, poorly fitted or top-dose-only effect, or another doubt; inactive means no such curve, though single readings can be large; an effect the other way counts as inactive or inconclusive. On the % scale 0 is the no-effect control and ±100 the full control effect; potency means the concentration at half of the fitted maximal effect. An excerpt; count on the stated rates, not on these rows.

SMILES | AID inh | UDG counter
Cn1nnc2c(NCc3ccccc3)ncnc21 | 0% | 5%
O=C(CSc1nc(-c2ccc(F)cc2)cc(C(F)(F)F)n1)NCCc1ccccc1 | -11% | -10%
CCC(=O)N1CCc2cc(Br)cc(S(=O)(=O)N3CCCC(C(=O)N(C)c4ccc(Br)cc4)C3)c21 (configuration not stated) | -15% | -12%
CCCOc1ccccc1NC(=O)c1nn(C)c(=O)c2ccccc12 | 1% | 1%
O=C(CSc1n[nH]c(-c2ccccc2Cl)n1)NCc1ccc(F)cc1 | 9% | 30%
COc1ccc(-c2nnc(SCC(=O)Nc3cccc(C(F)(F)F)c3)s2)cc1 | 3%[57.5 µM] | -5%[57.5 µM]
CC(Sc1cc(Cl)ccc1Cl)C(=O)NC(C)c1ccccn1 (configuration not stated) | -10% | -7%
O=C(Nc1nnc(CCc2ccccc2)s1)c1cc(=O)[nH]c2ccccc12 | -10% | -6%
CCC(=O)Nc1nnc(S(=O)(=O)N2CCc3ccccc32)s1 | -29% | -2%
Cc1ccc(C)c(N2CCN(CCCNC(=O)c3cnn(-c4ccccc4)c3C3CCN(C(=O)OC(C)(C)C)CC3)CC2)c1 | -30% | 38%[activator]
COC(=O)/C(C#N)=C\c1cc(OC)c(OC)cc1Br | -3% | -11%
CC(NC(=O)Cc1ccc(Br)cc1)C1CC2CCC1C2 (configuration not stated) | -15% | -5%
Cc1cc(C)cc(C(=O)N(Cc2ccncc2)C2CC2)c1 | -4% | -2%
COc1ccccc1CNC(=O)COc1cc(=O)n(C)c2ccccc12 | ? | -8%
COc1cc(NC(=O)Cn2cnc3c2c(=O)n(C)c(=O)n3C)c(OC)cc1Cl | -3% | ?
O=C(CCSc1nc2cc(Cl)ccc2s1)Nc1ccccc1 | -2% | -9%
CC(C)C(=O)NCc1ccccc1 | -2% | -3%
CONC(=O)c1ccc(NC(=O)c2cccs2)cc1 | -6% | 2%
CN(C)c1ccc(NC(=O)c2ccc3c(c2)NC(=O)CS3)cc1 | 9% | 2%
CCc1ccc2nc(N3CCC(C(=O)O)CC3)sc2c1 | 6% | -1%
O=C(O)CCCOc1ccc(Cl)cc1 | 11% | 6%
N#C/C(=C\c1ccc(-c2ccccc2C(=O)O)o1)c1nc2ccccc2[nH]1 | ? | ?
O=C1COc2cc(S(=O)(=O)NCc3ccco3)c(Cl)cc2N1 | 83%[activator] | -2%
CSc1ccc(CNCCN2CCCC2)cc1 | 6% | 6%
CC1(C)CC(Nc2nccc(C(F)(F)F)n2)CC(C)(C)N1 | -4% | -4%

Additional structures:
SMILES | AID inh | UDG counter
CN(CC(=O)N1c2ccccc2OCC1c1ccccc1)Cc1nc2ccccc2c(=O)[nH]1 (configuration not stated) | -8% | -3%
O=C(c1ccc2c(c1)N(Cc1ccc(Cl)cc1)C(=O)c1ccccc1S2(=O)=O)N1CCc2ccccc21 | 11% | -11%
CC1CCCCN1C(=O)CSc1nc2ccccc2nc1Cc1ccccc1 (configuration not stated) | 50µM* | -19%
COc1ccc(N2CCN(c3ncnc4c3nc3n4CCCCC3)CC2)cc1 | 7% | -6%
CCc1ccc(NC(=O)CC2C(=O)N(c3cccc(C)c3)C(=O)N2Cc2ccc(F)cc2)cc1 (configuration not stated) | -8% | -7%[57.5 µM]
CC1(C)CC(=O)c2c(nc(SCC(N)=O)c(C#N)c2-c2ccccc2)C1 | -18% | -5%
COC(=O)c1ccccc1NC(=O)[C@H]1O[C@@H]2OC(C)(C)O[C@@H]2[C@H]2OC(C)(C)O[C@H]21 | 10% | 3%
CCCCC12CN3CC(C)(CN(C1)C3c1cc(Br)ccc1O)C2=O (configuration not stated) | -9% | -12%
C=C1C[C@@]23CC[C@H]4[C@@](C)(CCC[C@@]4(C)C(=O)O)[C@@H]2CC[C@]1(O)C3 | 7% | 3%
CCOc1ccc(CNS(=O)(=O)c2cc3c(cc2C)NC(=O)CO3)cc1 | 2% | -10%
CCCCc1nn2c(=O)cc(COC(=O)c3cccc(Cl)c3)nc2s1 | 4% | -4%
COc1ccc(C(=O)Nc2oc3ccc(Cl)cc3c(=O)c2-c2cccc(OC)c2)cc1 | 1% | -1%
CCc1cccc(C)c1NC(=O)CN1C(=O)c2ccccc2Sc2ncccc21 | 14% | -10%
CCCN1C(=O)c2cc(C(=O)NCc3ccc(C)cc3)nn2CC1(C)C(=O)NC1CCCC1 (configuration not stated) | -7% | 32%[activator]
CCOC(=O)N1CCc2c(sc(NCc3cccc(F)c3)c2C(=O)Nc2ccc(OC)cc2)C1 | 277%[activator] | ?
O=C1OCCC1NC(=S)Nc1cccc2ccccc12 (configuration not stated) | 7% | 3%
COc1ccc(NC(=O)CSC2=Nc3ccccc3C3=NC(CC(=O)NCc4ccccc4OC)C(=O)N23)cc1Cl (configuration not stated) | -21% | -5%
COc1ccccc1N1CCN(S(=O)(=O)CCNC(=O)C(c2ccccc2)c2ccccc2)CC1 | 9% | 1%
O=C(O)C1(c2ccc(F)cc2)CCCCC1 | -9% | -11%
COCCn1c(SCC(=O)Nc2cccc(C(F)(F)F)c2)nc2ccsc2c1=O | -14% | 5%
CCCOC(=O)Nc1ccccc1N=C1CCC/C1=C/c1ccccc1 | 3% | 8%
N#CCC(=O)Nc1ccc(N2CCOCC2)cc1 | 34%[activator] | -3%
CN(Cc1ccco1)C(=O)c1ccc(-n2cnnn2)cc1 | 8% | -1%
COc1cccc(CN2C(=O)C3(SCC(=O)N3c3ccc(F)cc3)c3ccccc32)c1 (configuration not stated) | -8% | -5%
COc1ccc(Br)cc1C1Sc2ccccc2NC2=C1C(=O)c1ccccc12 (configuration not stated) | 249%[activator] | 8%

Entries from the list above that contain four or more nitrogen atoms:
SMILES | AID inh | UDG counter
Cn1nnc2c(NCc3ccccc3)ncnc21 | 0% | 5%
O=C(CSc1n[nH]c(-c2ccccc2Cl)n1)NCc1ccc(F)cc1 | 9% | 30%
O=C(Nc1nnc(CCc2ccccc2)s1)c1cc(=O)[nH]c2ccccc12 | -10% | -6%
CCC(=O)Nc1nnc(S(=O)(=O)N2CCc3ccccc32)s1 | -29% | -2%
Cc1ccc(C)c(N2CCN(CCCNC(=O)c3cnn(-c4ccccc4)c3C3CCN(C(=O)OC(C)(C)C)CC3)CC2)c1 | -30% | 38%[activator]
COc1cc(NC(=O)Cn2cnc3c2c(=O)n(C)c(=O)n3C)c(OC)cc1Cl | -3% | ?
CC1(C)CC(Nc2nccc(C(F)(F)F)n2)CC(C)(C)N1 | -4% | -4%
CN(CC(=O)N1c2ccccc2OCC1c1ccccc1)Cc1nc2ccccc2c(=O)[nH]1 (configuration not stated) | -8% | -3%
COc1ccc(N2CCN(c3ncnc4c3nc3n4CCCCC3)CC2)cc1 | 7% | -6%
CCCN1C(=O)c2cc(C(=O)NCc3ccc(C)cc3)nn2CC1(C)C(=O)NC1CCCC1 (configuration not stated) | -7% | 32%[activator]
COc1ccc(NC(=O)CSC2=Nc3ccccc3C3=NC(CC(=O)NCc4ccccc4OC)C(=O)N23)cc1Cl (configuration not stated) | -21% | -5%
CN(Cc1ccco1)C(=O)c1ccc(-n2cnnn2)cc1 | 8% | -1%

Next structures follow.
SMILES | AID inh | UDG counter
COc1cccc(CNC(=O)C(=O)NCC(c2ccco2)S(=O)(=O)c2ccccc2)c1 (configuration not stated) | -14% | -15%[57.5 µM]
O=C(NC1CCCCCC1)c1cnn(-c2ccc(F)cc2)c1-n1cccc1 | -3% | -3%
CC(C)n1nc(C(=O)Nc2nc(-c3cccs3)cs2)c2ccccc2c1=O | -6% | 7%
Cc1sc2ncn(CC(=O)N(C)c3cccc(C(F)(F)F)c3)c(=O)c2c1S(=O)(=O)N1CCN(c2ncccn2)CC1 | -2% | -11%
Cc1c(Oc2ccc(C#N)c(C#N)c2)cccc1Oc1ccc(C#N)c(C#N)c1 | 1% | 7%
COc1ccc(N2CCN(C(=O)c3ccc(Nc4nc5ccccc5n5nnnc45)cc3)CC2)cc1 | 26% | -1%
COC(=O)Cc1c(C)c2ccc(OCc3nn[nH]n3)c(C)c2oc1=O | 2% | 1%
CCOC(=O)c1ccc(Oc2nc(C)nc3c2oc2ccccc23)cc1 | 1% | -3%
COc1ccccc1C1Nc2ccccc2-n2c(-c3ccccc3)c3c(=O)n(C)c(=O)n(C)c3c21 (configuration not stated) | 3% | 0%
O=C(NCCc1nc2ccccc2n1Cc1ccccc1F)c1ccc(F)cc1 | -6% | 3%
CCONC(=O)COc1ccc(Nc2ccccc2)cc1 | 1% | -6%
Cc1cc(C)c(/C=C/c2ccc3ccccc3n2)c(C)c1 | -14% | -9%
O=C(CSc1nc(=O)n(Cc2ccco2)c2c1CCC2)NCc1ccc(F)cc1 | -19% | 19%
Cc1cc(S(=O)(=O)C(CNC(=O)COc2ccccc2)c2cccs2)ccc1F (configuration not stated) | 5% | 0%
Cc1cccc(Nc2cc(C)nc3nc(Cc4ccc(Cl)cc4)nn23)c1 | ? | -2%
CCn1cc(S(=O)(=O)c2cccc(C)c2)c(=O)c2cc(F)c(N3CCN(c4ccccc4)CC3)cc21 | -18% | -5%
Cc1cccc(/C=N/Nc2ccc(S(=O)(=O)Nc3cccc(Cl)c3)cc2[N+](=O)[O-])c1 | -5% | 1%
OCc1nc2ccccc2[nH]1 | -2% | -7%
COc1ccc(NC(=O)CN2C(=O)CSc3ccc(S(=O)(=O)N(C)C)cc32)cc1Cl | -3% | -22%
COc1cccc(NC(=O)Cn2c(=O)n(Cc3ccco3)c(=O)c3cc(OC)c(OC)cc32)c1 | 3% | -9%
Cc1ccccc1NC(=O)Cn1c(C)cc(=O)n2nc(-c3cccs3)nc12 | 0% | 2%
O=C(Cc1ccsc1)OCC(=O)c1ccc2c(c1)OCCO2 | 21% | -3%
COc1cccc(OC)c1C(=O)Nc1cccc(-c2cn3ccsc3n2)c1 | 30%[activator] | 0%
NC(=O)N/N=C1\CCCCC1c1ccccn1 (configuration not stated) | 4% | 3%
Cc1ccccc1-n1c(/C=C/c2c(C)n(C)c3ccccc23)nc2ccccc2c1=O | 12% | -1%

Continuation:
SMILES | AID inh | UDG counter
CCOC(=O)c1noc2nc(C)n(CC(=O)Nc3ccccc3F)c(=O)c12 | 25% | -6%
CCOc1ccccc1NC(=O)CSc1c(C)cnc2c1c(=O)n(C)c(=O)n2C | ? | -7%
CC(=O)Nc1ccc(C(=O)Nc2ccc3c(c2)N(C2CCCC2)C(=O)c2ccccc2S3)cc1 | -5% | ?
CCCCCCC/C=N/NC(=O)CCCCCCCCCCC | 3% | 7%
O=C(COc1ccc([N+](=O)[O-])cc1)Nc1ccc2oc(-c3cccnc3)nc2c1 | -2% | 0%
CCOC(=O)c1c(C)c(-c2ccccc2)n(CC(=O)NCc2cccc(OC)c2)c1C | 17% | 4%
Cn1c(SCC(=O)c2ccc3c(c2)NC(=O)CO3)nnc1-c1ccncc1 | -14% | 43%[activator]
Cn1c(COc2cccc3cccnc23)nnc1SCC(=O)O | -7% | 45%[activator]
CCOC(=O)c1cc(OC(=O)c2cccc(F)c2)n(-c2ccccc2)n1 | -1% | -5%
Cc1ccc2c(c1)N(S(=O)(=O)c1ccc3c(c1)NC(=O)CC(=O)N3)CCO2 | -11% | -16%
CC1(C)CC(=NNC(N)=S)CC(C)(C)N1 | 4% | -4%
CC1=C(C(=O)Nc2ccc(C)cc2C)C(c2ccccc2F)n2nc(SCC(=O)c3ccc(C)cc3)nc2N1 (configuration not stated) | 16% | 28%
Cc1ccc(NC(=O)CSc2nnc(C)n3c2cc2sccc23)c(C)c1 | -3% | 7%
Cc1ccc(S(=O)(=O)N2CCCCC2)cc1C(=O)OCc1nc2ccccc2nc1C | -6% | 7%
Cc1cc(C)cc(NC(=O)CCCn2c(=O)c3cccn3c3ccccc32)c1 | -5% | -2%[57.5 µM]
COCCCn1c(=N)c(C(=O)NCc2ccco2)cc2c(=O)n3cccc(C)c3nc21 | 46%[activator] | -1%
Cn1nc(C(=O)OCCCc2ccccc2)c2ccccc2c1=O | -15% | -11%
CCCCn1nc(NC(=O)c2cccc(Cl)c2)c2cc3ccccc3nc21 | 10% | -17%
Cc1ccc(CN2CCN(C3CCN(C(=O)OC(C)(C)C)CC3)C(=O)C2=O)cc1 | -3% | -10%
Cc1cc(OS(C)(=O)=O)cc2c1C(=O)/C(=C/c1ccncc1)O2 | -9% | -10%
Cc1ccc2c(c1)sc1nc(-c3cc4ccccc4oc3=O)cn12 | 3% | 56%[activator]
Cc1cccc(NC(=O)c2ccccc2NC(=O)c2nc(-c3ccccc3)oc2C)c1 | 24% | 8%
CCOc1ccccc1NC(=O)CC(c1ccc(F)cc1)N1Cc2ccccc2C1=O (configuration not stated) | ? | -10%[57.5 µM]
O=C1c2[nH]nc(-c3ccccc3O)c2C(c2cccc(O)c2)N1Cc1ccncc1 (configuration not stated) | ? | -3%
O=c1oc(-c2ccncc2)cc2ccccc12 | 1% | 0%

The list continues:
SMILES | AID inh | UDG counter
COc1ccc(-c2c(C)oc3cc(OC(=O)c4ccccc4)ccc3c2=O)cc1 | -3% | 4%
N#C/C(=C/c1csc(-c2ccsc2)n1)C(=O)NC1CC1 | -9% | 1%
Cn1c2ccccc2c2c(C(=O)N3CCN(c4cccc(C(F)(F)F)c4)CC3)cn(C3CCCCC3)c(=O)c21 | ? | -13%
Cc1cccc(NC(=O)C2(C#N)C(c3ccccc3)C2(C)C(=O)c2ccccc2)c1 (configuration not stated) | 2% | 4%
COc1ccc(C2C=C(C(=O)O)Nc3ncnn32)cc1 (configuration not stated) | 2% | 2%
Fc1ccc(/C=N/Nc2cc(C(F)(F)F)ccc2Cl)c(F)c1 | -5% | -4%
CCOc1ccc(-n2c(=O)c3c(C)c(C)sc3n(CC(=O)N(CC)Cc3ccccc3)c2=O)cc1 | -6% | -20%
CCOc1cc(C2c3c(-c4cc(C)ccc4O)n[nH]c3C(=O)N2CCCOC(C)C)ccc1O (configuration not stated) | 11% | -14%
